Pf gamet viab: late stage P. falciparum gametocyte viability inhibitors, primary screen, ATP luminescence, HTS; 150,000 tested, 0.065% active; inhibition, % at 10.9 µM; P. falciparum stage V gametocytes, 24 h;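 active = inhibition above the mean plus 3 SD of compounds within the control limits, set per campaign, cut at about 38% in these data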;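 also: 0% = DMSO wells and 100% = medium only without gametocytes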
Starred values were filed as active, the others as inactive.

smiles	Pf gamet viab
COc1ccc2sc(-c3ccc(SC)cc3)c(-c3ccc(O)cc3)c2c1	-25
COCCC(=O)N1CCCC(C(=O)c2ccccc2SC)C1 (stereo not drawn)	-8
Cc1ccc(CC(=O)Nc2nccs2)cc1	4
O=C(C[n+]1ccccn1)c1ccccc1	-18
CCOC(=O)c1c(NC(=O)c2ccccc2C(=O)O)sc2c1CCCC2	11
CCOc1ccc(-c2csc3nc[nH]c(=O)c23)cc1	-10
O=S(=O)(N1CCCCCC1)N1CCNCC1	-5
O=C(Nc1ccccc1)C(=O)c1c[nH]c2ccccc12	0
Cc1cc(C)cc(NC(=O)c2cc(C)nc3ccccc23)c1	-11
CCC(=O)Nc1cc(-c2nc3ncccc3o2)ccc1Cl	9
COc1ccc(N(CC(=O)NCCSCc2ccccc2Cl)S(C)(=O)=O)cc1Cl	-19
Cc1ccc(-c2cc3nc4c(c(=O)n3[nH]2)CCCC4)cc1	-3
O=C(O)C[C@H]1c2ccc(C(F)(F)F)cc2S(=O)(=O)N1C1CCCCC1	-4
O=C(Cn1cnc2c(nnn2Cc2ccc(F)cc2)c1=O)Nc1ccccc1	-13
CN(C)c1ccc(Nc2cc(Cl)ncn2)cc1	-9
O=C(c1c(O)cc(O)cc1O)C1c2c(cc(O)c3c2O[C@H](c2ccc(O)cc2)[C@@H](O)C3)OC1c1ccc(O)cc1 (stereo partly drawn)	22
COc1ccc(OC)c(S(=O)(=O)Nc2cccc(O)c2)c1	-11
CN1CCC(=O)N([C@H](CN=[N+]=[N-])c2ccccc2)CC1	-28
CCOc1ccccc1Nc1cc(C)nc2ccc(C)cc12	-11
CCc1ccc(Nc2n[n+](-c3ccccc3)c(-c3ccc(N(CC)CC)cc3)s2)cc1	11
NC(=O)CC(NC(=O)Cc1ccc(Cl)cc1)c1ccc(N2CCC(Cc3ccccc3)CC2)c([N+](=O)[O-])c1 (stereo not drawn)	15
CC[C@]1(c2ccccc2OC)ON(c2ccccc2C(F)(F)F)C1=O	7
Cc1cccc(/C=N/n2c(-c3ccccc3)n[nH]c2=S)c1O	-29
O=C(COc1ccc2ccc(=O)oc2c1)c1ccccc1	4
CC1CCCC(NC(=O)c2ccncc2)C1C (stereo not drawn)	-18
C[C@H](CO)N1C[C@H](C)[C@@H](CN(C)C(=O)Nc2ccc3c(c2)OCO3)Oc2ccc(NC(=O)CCN3CCOCC3)cc2C1=O	9
COC(=O)C1N[C@@H]([C@@H](NC(=O)COc2ccccc2)C(=O)NCc2ccccc2)SC1(C)C (stereo partly drawn)	4
O=C1C(=O)N(CCCO)C(c2ccccc2)/C1=C(\O)c1ccc(Br)cc1 (stereo not drawn)	2
C(=N\NC1=NCCN1)/c1ccncc1	-2
O=C(CNC(=O)c1[nH]cnc1C(=O)N[C@@H](Cc1ccccc1)C(=O)OCc1ccccc1)OCc1ccccc1	-50
O=C(Nc1c[nH]c2c(Cl)cccc2c1=O)N1CCN(c2ccccn2)CC1	-36
CCCN[C@@H]1C(=O)N2C(C(=O)OCCC)=C(C)CS[C@H]12	-15
Cc1ccc(S(=O)(=O)Nc2ncccn2)cc1	8
O=C1NC(=O)/C(=C/c2ccco2)N1	6
COc1ccc(C(=O)NCCNc2nc3c(C)cccc3cc2C#N)cc1	2
CN(C)C(=O)CN1C(=O)c2cccc3cccc1c23	-1
Cc1ccc(-n2nnnc2-c2ccccc2Br)cc1	-4
Cc1cc2ccccc2cc1CN1CCCCC1	4
CC1CN2C(c3ccc([N+](=O)[O-])cc3)=CSC2=N1 (stereo not drawn)	-6
O=C(O)CCC(=O)Nc1ccc(S(=O)(=O)c2ccc(NC(=O)CCC(=O)O)cc2)cc1	-15
COc1ccc2c(C(=O)c3ccc(C)cc3)n(CCCC(N)=O)[n+]([O-])c2c1	-9
CCNC(=O)NC1c2ccccc2CSc2ccccc21 (stereo not drawn)	2
O=C(C[C@@H]1C/C=C\CCCC(=O)OC[C@@H]2CCCN2C1=O)NCCO	29
COc1ccc(NC(=O)CCCCCN2C(=O)c3ccccc3C2=O)c(OC)c1	1
O=C(Nc1ccc(S(=O)(=O)N2CCOCC2)cc1)c1ccc([N+](=O)[O-])cc1Cl	4

Seven compounds out of the list, ordered by formula weight, low to high:
smiles	Pf gamet viab
Cc1ccc(S(=O)(=O)Nc2ncccn2)cc1	8
CC1CN2C(c3ccc([N+](=O)[O-])cc3)=CSC2=N1 (stereo not drawn)	-6
CCNC(=O)NC1c2ccccc2CSc2ccccc21 (stereo not drawn)	2
Cc1ccc(-n2nnnc2-c2ccccc2Br)cc1	-4
O=C(C[C@@H]1C/C=C\CCCC(=O)OC[C@@H]2CCCN2C1=O)NCCO	29
O=C(Nc1c[nH]c2c(Cl)cccc2c1=O)N1CCN(c2ccccn2)CC1	-36
O=C(Nc1ccc(S(=O)(=O)N2CCOCC2)cc1)c1ccc([N+](=O)[O-])cc1Cl	4

Following part:
smiles	Pf gamet viab
CCc1ccc(NC(=O)CC2C(=O)N(c3ccc(OC)cc3)C(=O)N2CCOC)cc1 (stereo not drawn)	13
O=c1c2ccccc2oc2ccc(Oc3ccccc3)cc12	1
O=[N+]([O-])c1ccc(N2CCc3ccccc3C2)cc1	8
CCCNC(=O)c1onc(CSc2ccc(Cl)cc2)c1C(=O)NCC1CC1	13
CCC(Cc1ccccc1)NC(=O)/C=C/c1ccco1 (stereo not drawn)	6
CCOC(=O)/C=C/[C@H]1Cc2ccccc2CO1	-6
C=CCOc1cccc(C(=O)Nc2ncn[nH]2)c1	0
OCc1ccccc1CN1CCCCCC1	-8
O=c1oc2ccccc2c(NCc2ccc(Cl)cc2)c1[N+](=O)[O-]	14
CC(C)(C)OC(=O)C[C@@H]1C/C=C\C[C@@H](CC(=O)NCCO)C(=O)NC[C@H](c2ccccc2)OC1=O	-2
CNC[C@H]1Oc2ccc(NC(=O)Nc3ccc4c(c3)OCO4)cc2C(=O)N([C@H](C)CO)C[C@@H]1C	-2
C#CCN(Cc1ccccc1)S(=O)(=O)C=C	-38
COc1ccc(Cl)cc1C1=CC(=O)C[C@H](c2ccc(F)cc2)C1	-6
O=C(NN=C1c2ccccc2-c2ccccc21)c1ccccc1	3
CCc1ccc(CN2CCCC(CNC(=O)c3cc(OC)cc(OC)c3)C2)cc1 (stereo not drawn)	14
COC(=O)c1ccc(NC(=O)C[n+]2ccccc2)cc1	19
O=C(c1cnn2c(-c3ccccc3)cc(-c3ccccc3)nc12)N1CCN(Cc2ccccc2)CC1	-1
COC(=O)c1sc(NC(=S)NC(=O)c2cccc(Br)c2)nc1C	5
COc1ccc(NC(=O)CNC(c2ccccc2)c2ccccc2)cc1	-3
CCn1c(SCCN2CCCCC2)nc2c1c(=O)n(C)c(=O)n2C	-14
COc1ccc(CCNC(=O)c2cccc([N+](=O)[O-])c2)cc1OC	-19
COc1ccc(C(C)C)cc1S(=O)(=O)NCCCn1ccnc1	9
OCC[C@H]1C[C@@H](O)[C@H](O)[C@@]2(CCc3ccccc3O2)O1	-2
CCCCCn1c(=O)[nH]c2cc(C(=O)NCCN3CCOCC3)ccc2c1=O	-9
C[C@@]12C(=O)N(Cc3ccccc3)CC(=O)N1[C@H](/C=C/c1ccccc1)[C@@H]1C(=O)N(c3ccccc3)C(=O)[C@@H]12	9
CCCCOc1ccc(C2(C)NC(=O)NC2=O)cc1 (stereo not drawn)	19
O=C(NCc1ccccc1)c1c[nH]c2ccc(F)cc2c1=O	-5
O=C(N/N=C/c1cc(Br)c(O)c([N+](=O)[O-])c1)C(O)(c1ccccc1)c1ccccc1	-9
COc1cc(OC)cc(-c2c(C#Cc3ccsc3)c3cc(-c4cc(OC)c(OC)c(OC)c4)ccc3n2C)c1	-15
COCCNC(=O)c1cccc(OC2CCN(C(C)COc3ccccc3)CC2)c1 (stereo not drawn)	5
CC(=O)OCCN(CCCn1c(-c2ccncc2)nc2ccccc21)c1nc(CN2CCCCC2)cs1	-16
COC(=O)/C=C/C1=CN(Cc2ccccc2)CCC1=O	12
O=[N+]([O-])c1ccc(N2CCN(Cc3cccc([N+](=O)[O-])c3)CC2)cc1	-20
CCc1c(C2(O)CCCCC2)[nH]c2ccc(C#N)cc12	-19
CCCC[C@@H]1CNCCN1CC1(c2ccccc2)CC1	-6
c1ccc(CCCc2nc(-c3cccnc3)no2)cc1	-10
Cc1cc(C)cc(OC(C)C(=O)Nc2ccc3c(c2)n(C)c(=O)n3C)c1 (stereo not drawn)	-1
Nn1c(Cc2ccccc2)nc2ccccc2c1=O	-12
CC(C)(C)CC(C)(C)NCC(O)COc1ccc2c(c1)CCC2 (stereo not drawn)	21
C=CC[C@@H](CC(=O)N(CCO)Cc1ccccc1)C(=O)N[C@@H](C)COC(=O)[C@@H](CC=C)Cc1ccc(F)cc1	-16
COCCNC(=O)[C@@]1(C)C=C[C@@H](Cc2ccccc2)N1C(=O)c1ccccc1	-15
Fc1ccc(/C=N\Nc2cccc(F)c2)cc1	-12
COc1ccc(N2CCN(C(=S)Nc3cccc(OC)c3)CC2)cc1	-8
C[C@@]12C(=O)N(Cc3ccccc3)CC(=O)N1[C@H]1c3cc(Cl)ccc3OC[C@@H]1[C@@H]2c1ccccc1	7
CN(C)CC/C=C1\c2cc(Cl)ccc2Sc2cc(F)c(F)cc21	14
COc1ccc(CNCc2ccccc2[N+](=O)[O-])cc1OC	-6
O=S(=O)(Nc1cccnc1)c1ccc(Br)c2ccccc12	-10
Oc1ccc(C[C@H]2CNCCN2CC2(c3ccccc3)CC2)cc1	2
Cc1ccc(S(=O)(=O)NCc2cccnc2)cc1C	-5
C=CCC[C@H](Cc1ccc(F)cc1)C(=O)OC[C@@H](Cc1c[nH]c2ccccc12)NC(=O)[C@@H](CC=C)CC(=O)N[C@H](CO)Cc1ccccc1	-36
N#Cc1ccc(C(=O)NNC(=O)c2ccncc2)cc1	24
CC[C@@]12C(=O)N(c3ccc(C)cc3)C(=O)N1[C@H](c1cccc(C)c1)[C@@H]1C(=O)N(Cc3ccccc3)C(=O)[C@@H]12	11
O=C(CCc1ccccc1)NNC(=O)Nc1ccc(Cl)cc1	-3
CC1=C([N+](=O)[O-])C(c2ccccc2Cl)NC(=O)N1 (stereo not drawn)	0
COc1ccc(Cc2nnc(NC(=O)c3cc(OC)c(OC)c(OC)c3)s2)cc1	-20
COc1ccc(-c2sc3cc4c(cc3c2C#CC2(O)CCCCC2)OCO4)cc1	11
Cc1ccc(C)c(NC(=O)C2COc3ccccc3O2)c1 (stereo not drawn)	-8
O=C(O)c1ccc(Oc2ccc(S(=O)(=O)c3ccc(C(=O)O)c(C(=O)O)c3)cc2)cc1	4
COc1cc(C(c2c(C)[nH][nH]c2=O)c2c(C)[nH][nH]c2=O)cc(Br)c1OC	2
COc1cccc(-c2c(-c3cc(OC)cc(OC)c3)n(C)c3ccc(-c4ccc5cc[nH]c5c4)cc23)c1	-50

More records follow:
smiles	Pf gamet viab
COC(=O)C1=C[C@@H](C(=O)OC)[C@@H]2C3=C(C(=O)[C@]2(C)NC(=O)c2ccccc2)[C@H](C)n2c(=O)n(-c4ccccc4)c(=O)n2[C@@H]3C1	-5
CNC(=O)c1ccccc1Nc1ccc(SC(F)F)cc1	-7
CC(C)(C)OC(=O)C[C@@H]1C/C=C\C[C@H](CC(=O)NCCO)C(=O)NC[C@H](c2ccccc2)OC1=O	15
COc1ccc(S(=O)(=O)NNC(=O)c2ccc([N+](=O)[O-])cc2)cc1	17
COc1ccc(OC)c(-c2nnc3n2N=C(c2ccc(OC(F)F)c(OCC4CC4)c2)CS3)c1	-23
CC(C)(CO)NCc1c(OCc2ccc(Cl)cc2)ccc2ccccc12	-1
CCc1ccccc1N(CC(=O)NC(C)(C)C)C(=O)CCC(=O)Nc1ccccn1	17
C1=CC(c2cc3ccccc3o2)OC(CCc2ccccc2)C1 (stereo not drawn)	15
O=C(COc1ccccc1)Nc1cccc(-c2nnc(-c3ccccc3)o2)c1	-2
CCC(=O)c1cn([C@H](CCC(OC)OC)CC(=O)OC(C)(C)C)cc1CC	-37
CCc1cc2c(NC(Cc3ccccc3)C(=O)O)ncnc2s1 (stereo not drawn)	1
CC(NC(=O)c1cccs1)c1ccc(Br)cc1 (stereo not drawn)	10
CCOC(=O)C1=C(C)N(CCCCCC(=O)O)C(=O)NC1c1ccc(Br)cc1 (stereo not drawn)	11
CCOc1ccccc1N(CC(=O)Nc1cccc2ccccc12)S(C)(=O)=O	19
O=C(NC(=S)NCc1ccccc1)c1ccc(Br)cc1	-7

Laid out differently: entries from further up
CC(C)(CO)NCc1c(OCc2ccc(Cl)cc2)ccc2ccccc12
  Pf gamet viab: -1
CCc1ccccc1N(CC(=O)NC(C)(C)C)C(=O)CCC(=O)Nc1ccccn1
  Pf gamet viab: 17

Later entries
smiles	Pf gamet viab
Cc1cc(C(=O)Nc2ccc(S(=O)(=O)N3CCOCC3)cc2)ccc1[N+](=O)[O-]	0
O=C(NCC1CC1)c1cc(-c2ccccc2)nn1CC1CC(c2cccnc2)=NO1 (stereo not drawn)	-30
O=c1oc2c(CN3CCN(CCO)CC3)c(O)ccc2cc1-c1ccccn1	-1
CCC1Nc2ncnc(N3CCN(c4ccccc4)CC3)c2N(Cc2ccccc2)C1=O (stereo not drawn)	15
O=C1Nc2ccc(Br)cc2C1=C1CCCCC1	-4
C/C(=N\NC(=O)C1CC1)c1ccc(C)cc1C	-4
Cc1ccc(CNC(=O)c2ccc(N3CCC4(CC3)CC(c3cccc(Br)c3)=NO4)c([N+](=O)[O-])c2)cc1	-14
O=S(=O)(c1ccccc1)N1CCN(CCO)CC1	-19
O=C(CN1CCCC1)Nc1cccc(Cl)c1Cl	9
C/C(=N\Nc1nccnc1Cl)c1ccc(Cl)c(Cl)c1	-8

Screening results (PubChem BioAssay)

Only part of the results is shown, so the mix of outcomes need not match the whole.
